# Bioassay records as filed in PubChem.
# ATXN2 expr inh = ATXN2 expression inhibition | HEK-293 ATXN2-luciferase reporter, luminescence, 24 h | Potency, µM (doses to about 57 µM), inactives show at the highest dose activity change, negative = inhibition, usual class: inhibitors | actives 0.72% (n = 360,000) | AID 1745845; note: potency is the fitted concentration of half-maximal effect; % is set by controls: 0 for no effect and ±100 for the full control effect; nearly all actives have a fitted effect of over 55% in size
#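 ATXN2-luciferase reporter cells (luciferase flanked by upstream and downstream ATXN2 gene portions) were treated 24 h at 37 °C with compounds at up to 57 uM. SteadyGlo luminescence gave expression; GF-AFC fluorescence gave viability.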
# ATXN viability = viability counter-screen for ATXN expression inhibitors. S2 cells (HEK-293 line with an ATXN2-luciferase reporter) viability, CellTiter-Fluor protease fluorescence, 24 h. AID 651635. Potency, µM (doses to about 56.7 µM), usual class: cytotoxic. actives 0.49% (n = 400,000); note: potency is the fitted concentration of half-maximal effect; nearly all actives have a fitted effect of over 40% in size
# HT1080NT lethal = kills 2HG-producing HT-1080-NT fibrosarcoma cells; actives 1.6% (n = 360,000); Potency, µM (doses to about 46.1 µM), for the others: at the highest dose activity, negative = less viability, actives largely listed as cytotoxic; AID 686970; HT-1080-NT fibrosarcoma viability, CellTiter-Glo ATP luminescence, 48 h;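 note: NT is the 2HG producing partner of a matched IDH1 knockdown line; potency is the fitted concentration of half-maximal effect; 0% = DMSO-treated cells and -100% = media-only wells without cells; nearly all actives have a fitted effect of over 55% in size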
#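 Luminescent CellTiter-Glo readout after 48 hours of compound exposure at 37 degrees C defined viability of HT-1080-NT cells. Activity was normalized to DMSO wells and cell-free media wells; concentration-response curves were fitted and assigned curve classes.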
# KB-V1 MDR tox = kills drug-selected multidrug resistant KB-V1 cells. Potency, µM (series often up to 46.1 µM), without a hit: at the highest dose activity change, negative = cytotoxicity, most hits filed as cytotoxic. KB-V1 MDR cells viability, CellTiter-Glo, 72 h. actives 3.4% (n = 400,000). AID 1347076; note: potency is the fitted concentration of half-maximal effect; % is set by controls: 0 for no effect and ±100 for the full control effect; nearly all actives have a fitted effect of over 60% in size
#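 KB-V1, DMEM (no phenol red) + 10% FBS; cpd pin-transferred, titration series; 72 h, 37 degrees C; CellTiter-Glo, luminescence. Data normalized, curve-fit.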
# SW480 rerep = induces DNA re-replication in SW480 colon adenocarcinoma cells. SW480 DNA re-replication, Hoechst DNA content imaging, 48 h. Potency, µM (highest dose often 46.1 µM), for inactives: top-dose re-replication activation, usual class: activators. actives 1.8% (n = 340,000). AID 624297; note: potency is the fitted concentration of half-maximal effect; % of control where 0% means no effect; nearly all actives have a fitted effect of over 55% in size
#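 Cells (250 per well) received 23 nL compound or DMSO by pin tool and were kept 48 hr at 37 C, 5% CO2. Nuclei were then stained with Hoechst for 40 min and scanned for DNA content.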
# HT1080 IDH1KD tx = HT-1080 IDH1 knockdown cell toxicity (counter line); HT-1080 IDH1 knockdown viability, ATP luminescence, 48 h; Potency, µM (highest dose often 46.1 µM), without a hit: at the highest dose activity, negative = toxicity, hits mostly cytotoxic; actives 2% (n = 360,000); AID 686971;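 note: potency is the fitted concentration of half-maximal effect; 0% = DMSO wells and -100% = cell-free medium wells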
#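 In this qHTS, HT-1080 cells depleted of IDH1 are exposed for 48 h at 37 °C to compound titrations. Toxicity is scored from CellTiter-Glo luminescence, with DMSO as full viability and medium alone as none.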
# MCF10A rereplic = inducers of DNA re-replication in MCF 10A breast cells. MCF 10A DNA re-replication, Hoechst nuclear intensity, 48 h. Potency, µM (doses to about 46.1 µM), for inactives: at the top dose activity, positive = re-replication, actives largely listed as activators. actives 2.9% (n = 350,000); note: potency is the fitted concentration of half-maximal effect; % of control where 0% means no effect; nearly all actives have a fitted effect of over 50% in size
# KB-3-1 cytotox = kills parental KB-3-1 adenocarcinoma cells. KB-3-1 viability, CellTiter-Glo ATP luminescence, 72 h. Potency, µM (doses to about 46.1 µM), inactives show top-dose activity change, negative = cytotoxic, most hits filed as cytotoxic. actives 1.4% (n = 400,000). AID 1347075; note: potency is the fitted concentration of half-maximal effect; % is set by controls: 0 for no effect and ±100 for the full control effect; nearly all actives have a fitted effect of over 60% in size
#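 Parental KB-3-1 adenocarcinoma cells in phenol-red-free DMEM with 10% FBS were pin-treated with compounds at several concentrations, incubated 72 h at 37 °C, and viability read by CellTiter-Glo luminescence; concentration-effect curves were fitted after normalization.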
# IL1B secr inh = blocks inflammasome-driven IL-1 beta release; THP-1 LPS/ATP IL-1B secretion, AlphaLISA, 16 h; stronger effect = lower value; activity change, % at 57.5 µM; actives 4.7% (n = 360,000); AID 743279; in the data active = activity change below about -50%; inconclusive = mostly about -30% to -49%; note: % is set by controls: 0 for no effect and ±100 for the full control effect
#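 Secreted IL-1B measured by AlphaLISA bead assay after 16 h compound exposure of THP-1 cells; compounds (final up to 57.5 uM) added 1 h before LPS (250 ng/mL) and ATP (1.25 mM) stimulation; lower signal means less secretion.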
# An asterisk follows results filed as active; i = inactive; u = inconclusive; x = no result given; [ ] = remark or other dose. Unless noted, calls come from the whole dose curve; as a rule, active = well fitted curve in the direction sought with a large enough effect; inconclusive = small, poorly fitted or top-dose-only effect, or another doubt; inactive = no such curve, though single readings can be large; an effect the other way counts as inactive or inconclusive.
SMILES	ATXN2 expr inh	ATXN viability	HT1080NT lethal	KB-V1 MDR tox	SW480 rerep	HT1080 IDH1KD tx	MCF10A rereplic	KB-3-1 cytotox	IL1B secr inh
Cc1cc(C)cc(NC(=O)COc2cccc3c(=O)n(C)ccc23)c1	-11%	i	x	-4%	x	x	x	0%	x
O=C(OC(C(=O)NCc1cccs1)c1ccccc1Cl)c1ccco1 (configuration not stated)	-2%	i	13%	6%	2%	8%	-8%	0%	8
COc1ccccc1NC(=S)NC(=O)/C=C/c1cccs1	-4%	i	-6%	-25%	1%	u	25%	6%	-24
CC1(C)CC(NC(=O)c2ccccc2C(=O)NC2CC(C)(C)NC(C)(C)C2)CC(C)(C)N1	4%	i	12%	2%	12%	17%	-1%	-3%	21
O=C(Nc1ccccc1C(=O)Nc1ccc(Cl)cc1)c1cccnc1	-10%	i	5%	16%	-5%	9%	0%	7%	u
COc1cccc(CN2CCC(C)(Oc3cccc(Cl)c3)C2)c1OC (configuration not stated)	-11%	i	u	1%	x	-28%	x	0%	12
Cc1cc(C)c2nc(SC(C)C#N)cc(C)c2c1 (configuration not stated)	-3%	i	-5%	u	u	-6%	u	u	33
Cc1ccc(CN(Cc2ccco2)C(=O)COc2c(C)cc(C)cc2C)cc1	u	i	x	5%	x	x	x	-2%	x
CN(C)CCNC(=O)Cn1nc(C(F)F)cc1C1CC1	9%	i	1%	-8%	6%	4%	2%	-11%	-8
COc1ccccc1NC(=S)NNC(=O)c1ccccc1Br	x	i	1%	-3%	-4%	5%	18%	-5%	77
Cc1cc(=O)oc2cc(OC(C)C(=O)Nc3nccs3)ccc12 (configuration not stated)	-20%	i	-7%	-6%	2%	-16%	1%	9%	32
C[C@H]1CN([C@@H](C)CO)C(=O)CCCn2nncc2CO[C@@H]1CN(C)S(=O)(=O)c1ccc2ccccc2c1	9%	i	-1%	1%	x	-1%	x	-6%	13
O=C(Oc1ccccc1Cl)c1ccccc1P(=O)(O)O	8%	i	6%	0%	1%	14%	-4%	-2%	7
CS(=O)(=O)Nc1ccc(C(=O)N2CCc3ccccc3C2)cc1	-19%[11.3 µM]	u	2%	5%	-29%	14%	-5%	0%	-16
CC(=O)c1cccc(-c2ccnc3c2CC(C(=O)Nc2cccc(C(F)(F)F)c2)O3)c1 (configuration not stated)	0%	u	-27%	-8%	x	-15%	x	-7%	44
CSc1cccc(CNC(=O)CC2C(=O)NCCN2CC(C)(C)C)c1 (configuration not stated)	28%	i	9%	16%	-8%	0%	2%	3%	-11
COC(=O)n1c(=O)oc2cc(S(=O)(=O)N3CCOCC3)ccc21	3%	u	15%	17%	0%	3%	3%	5%	18
Cc1ccc(Nc2c3c(nc4nc(-c5cccs5)nn24)CCCC3)cc1F	4%	i	x	12%	x	x	x	7%	x
Cc1ccccc1NC(=O)COC(=O)COc1ccc2c(c1)CCC2	-5%	u	6%	20%	0%	4%	u	8%	10
O=C(CNS(=O)(=O)c1ccccc1)NCC(=O)OCc1ccccc1F	9%	i	5%	-11%	-26%	9%	18%	4%	10

# The last six records of the section before come first, to join the parts:
SMILES	ATXN2 expr inh	ATXN viability	HT1080NT lethal	KB-V1 MDR tox	SW480 rerep	HT1080 IDH1KD tx	MCF10A rereplic	KB-3-1 cytotox	IL1B secr inh
CC(=O)c1cccc(-c2ccnc3c2CC(C(=O)Nc2cccc(C(F)(F)F)c2)O3)c1 (configuration not stated)	0%	u	-27%	-8%	x	-15%	x	-7%	44
CSc1cccc(CNC(=O)CC2C(=O)NCCN2CC(C)(C)C)c1 (configuration not stated)	28%	i	9%	16%	-8%	0%	2%	3%	-11
COC(=O)n1c(=O)oc2cc(S(=O)(=O)N3CCOCC3)ccc21	3%	u	15%	17%	0%	3%	3%	5%	18
Cc1ccc(Nc2c3c(nc4nc(-c5cccs5)nn24)CCCC3)cc1F	4%	i	x	12%	x	x	x	7%	x
Cc1ccccc1NC(=O)COC(=O)COc1ccc2c(c1)CCC2	-5%	u	6%	20%	0%	4%	u	8%	10
O=C(CNS(=O)(=O)c1ccccc1)NCC(=O)OCc1ccccc1F	9%	i	5%	-11%	-26%	9%	18%	4%	10
CC(=O)c1ccc(OCC(O)CN2CCc3ccccc3C2)cc1 (configuration not stated)	-9%	i	-1%	-5%	u	0%	u	9%	-21
O=C(Nc1cc(SCC(O)CO)cc([N+](=O)[O-])c1)c1ccc(-n2cnnn2)cc1 (configuration not stated)	24%	i	13%	0%	7%	14%	-45%[inhibitor]	-6%	-3
Cc1ccc(-c2nnc(SCC(=O)NC3CCCC3)n2N)cc1	-6%	i	0%	u	-1%	-2%	-2%	2%	10
O=C(NNC(=O)C1CCCN(c2ncccn2)C1)c1ccc(F)cc1 (configuration not stated)	-3%	i	-5%	u	1%	5%	0%	-11%	20
COc1ccc(/C=C/C(=O)NCC(=O)N/N=C(/C)c2ccco2)cc1	6%	i	23%	0%	-1%	17%	0%	-4%	-14
CN(c1ccccc1)P(=O)(N(C)c1ccccc1)N(C)c1ccccc1	u	u	u	-16%	22%	u	3%	-18%	-25
COCCCNC(=O)COc1ccc(Br)cc1Cl	39%[activator]	i	21%	21µM*	1%	12%	2%	-2%	-11
CC(C)CN(C(=O)c1ccc(-n2cncn2)c([N+](=O)[O-])c1)C1CCS(=O)(=O)C1 (configuration not stated)	4%	i	5%	7%	-4%	5%	7%	3%	11
COc1ccccc1Cc1c(-c2ccco2)nc2cc(C)c(Br)c(C)n12	30%	u	u	-11%	x	u	x	u	-26
O=C(CNS(=O)(=O)c1cccs1)N1CCN(c2cccc(C(F)(F)F)c2)CC1	-22%	i	x	u	x	x	x	-1%	x
Fc1ccc(C(c2nnnn2Cc2ccccc2)N2CCSCC2)cc1 (configuration not stated)	1%	i	7%	-8%	-12%	11%	3%	2%	-25
COc1ccc(-c2ccc(SCC(=O)NC3CCCCC3)nn2)cc1	4%	i	2%	1%	u	0%	0%	0%	29
S=C1NCCOCCOCCOCCN1	2%	i	11%	2%	4%	14%	-21%	-5%	0
CCOC(=O)C1=C(C)N(C)C(=O)NC1c1c(C)nn(-c2ccc(C)cc2)c1Cl (configuration not stated)	0%	i	-28%	-5%	-12%	u	u	u	-16
Cc1ccccc1NC(=O)CN(C)S(=O)(=O)c1ccc2c(c1)n(C)c(=O)c(=O)n2C	5%	i	20%	u	-2%	12%	-1%	12%	0
CCc1cc(=O)oc2cc(OC(C)=O)cc(OC(C)=O)c12	-11%	i	-11%	1%	-2%[9.22 µM]	0%	3%	-16%	4
NC(=O)C1CCN(CC(=O)Nc2cccc(C(=O)Nc3cccc(C(F)(F)F)c3)c2)CC1	-17%	i	-6%	-2%	-7%	-20%	u	4%	0
Cc1ccc(-c2noc(CCC(=O)NCCN3CCc4ccccc4C3)n2)cc1	2%	i	-21%	u	-3%	-15%	2%	-3%	-15
C/C(=N/NS(=O)(=O)c1ccccc1)c1ccc(NC(=O)C(F)(F)F)cc1	0%	i	12%	10%	-15%	22%	u	28%	4
COc1ccccc1CCNC(=O)Cn1ccc2cc(S(=O)(=O)N3CCCCC3)ccc21	-12%	u	x	-12%	x	x	x	-5%	x
CCOC(=O)C(CC)Sc1c(CC)cnc2c1c(=O)n(C)c(=O)n2C (configuration not stated)	4%	u	x	-7%	x	x	x	8%	x
Fc1ccc(-c2nc3c(-c4ccc(Cl)cc4)cnn3cc2CCN2CCOCC2)cc1	-19%	i	u	-22%	0%	u	18%	12%	-10
CCCCN(C)CCNC(=O)c1ccc2c(c1)NC(=O)C(N1CCCCC1)S2 (configuration not stated)	6%	i	-10%	12%	-7%	-10%	3%	-10%	-11
CC1CCN(C(=O)CSc2nnc(-c3ccco3)n2N)CC1	x	u	11%	0%	x	9%	x	0%	3
O=C(NCCN1CCOCC1)c1cccc(S(=O)(=O)NCc2ccccc2)c1	10%	i	5%	0%	-7%	4%	-2%	3%	12
CCOc1ccc(NC(=O)CSc2nnc(Cn3cnc([N+](=O)[O-])n3)n2C)cc1	-11%	i	6%	0%	-6%	5%	-3%	7%	14
Cc1ccc(NC(=O)CN2C(=O)S/C(=C\c3cc(Cl)c(OCC(=O)O)c(Cl)c3)C2=O)cc1	x	i	10%	-1%	-3%	9%	0%	3%	-7
COc1ccc(S(=O)(=O)N(C)C[C@H]2Oc3c(NC(=O)C4CC4)cccc3C(=O)N([C@H](C)CO)C[C@@H]2C)cc1	-4%	i	0%	-20%	-3%	-17%	-8%	2%	15
COc1ccc(C(CNC(=O)c2ccc(NS(=O)(=O)c3ccc4c(c3)OCCO4)cc2)N(C)C)cc1 (configuration not stated)	2%	i	-14%	u	1%	-2%	2%	-12%	-6

# Of the compounds above, these contain a nitro group on carbon:
SMILES	ATXN2 expr inh	ATXN viability	HT1080NT lethal	KB-V1 MDR tox	SW480 rerep	HT1080 IDH1KD tx	MCF10A rereplic	KB-3-1 cytotox	IL1B secr inh
O=C(Nc1cc(SCC(O)CO)cc([N+](=O)[O-])c1)c1ccc(-n2cnnn2)cc1 (configuration not stated)	24%	i	13%	0%	7%	14%	-45%[inhibitor]	-6%	-3
CC(C)CN(C(=O)c1ccc(-n2cncn2)c([N+](=O)[O-])c1)C1CCS(=O)(=O)C1 (configuration not stated)	4%	i	5%	7%	-4%	5%	7%	3%	11
CCOc1ccc(NC(=O)CSc2nnc(Cn3cnc([N+](=O)[O-])n3)n2C)cc1	-11%	i	6%	0%	-6%	5%	-3%	7%	14
